APJ antagonist – blocks the human apelin receptor APJ; P35414; CHO-K1 APJ beta-arrestin complementation, luminescence; inhibition, % at 20 µM; 330,000 tested, 0.32% active;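 active means inhibition above about 40% at 20 µM, limit read from the data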;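 further: cells challenged with 10 nM apelin-13 agonist together with compound; plate controls were apelin-13 plus DMSO wells for no effect and DMSO wells lacking apelin-13 for full effect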
CHOP UPR activ – apoptotic UPR (CHOP) activation. CHO-CHOP luciferase reporter, luminescence; percent of tunicamycin response over DMSO baseline. activation, % at 10 µM. 330,000 tested, 0.34% active. AID 449763;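 active means at 10 µM dose, activation of 40% or more, normalized to positive control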;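 further: 100% = tunicamycin at 10 µg/mL and 0% = DMSO alone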
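Evaluation: % reporter activation, DMSO baseline versus tunicamycin full activation; System: CHO-CHOP luciferase reporter cell line; Input: 500 cells/well; Incubation: 6 h compound treatment, 37 °C; Measured by: Steady-Glo luciferase luminescence; Dosing: one dose, 10 µM in 0.5% DMSO; Buffer or medium: F12 medium, 10% FBS; Benchmarks: positive tunicamycin 10 µg/mL, negative DMSO alone.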
Jurkat NFkB inh – lowers PMA/ionomycin-induced NF-kB signal in Jurkat cells | PMA/ionomycin-induced NF-kB luciferase reporter, luminescence | inhibition, % at 4 µM | 330,000 tested, 0.53% active | AID 435003; in the data active means inhibition above about 50%
697 NFkB inh – inhibitors of the PMA/ionomycin-induced NF-kB reporter in 697 B cells; 697 B-cell NF-kB luciferase reporter, 16 h; inhibition, % at 4 µM; 330,000 tested, 0.33% active; AID 435022; in the data active means inhibition above about 35%
XBP1 UPR activ – activators of adaptive arm of unfolded protein response (XBP1); CHO-XBP1 luciferase reporter, IRE1-XBP1 UPR activation, luminescence; percent of tunicamycin response, DMSO as zero; activation, % at 20 µM; 330,000 tested, 0.33% active;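 active means versus positive control, 20 µM dose yields 30% or more activation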;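 further: 100% = tunicamycin at 10 µg/mL and 0% = DMSO only wells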
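Material – CHO cell line with stable XBP1 luciferase reporter · Buffer or medium – F12 plus 10% FBS · Compound – single point, 20 µM final compound, 1% DMSO · Schedule – 16-18 h cell attachment at 37 °C, then 6 h compound exposure · Signal – Steady-Glo luminescence read · Benchmarks – high control tunicamycin 10 µg/mL final, low control DMSO vehicle only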
Mdm2-MdmX inh – disrupts the human Mdm2-MdmX interaction; inhibition, % at 8 µM; AID 485346; SaOS-2 split-luciferase Mdm2/MdmX complementation, luminescence; 330,000 tested, 3% active;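 active means inhibition of at least 50% at 8 µM in the primary screen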
Target sequence (O15151 whole entry, looked up): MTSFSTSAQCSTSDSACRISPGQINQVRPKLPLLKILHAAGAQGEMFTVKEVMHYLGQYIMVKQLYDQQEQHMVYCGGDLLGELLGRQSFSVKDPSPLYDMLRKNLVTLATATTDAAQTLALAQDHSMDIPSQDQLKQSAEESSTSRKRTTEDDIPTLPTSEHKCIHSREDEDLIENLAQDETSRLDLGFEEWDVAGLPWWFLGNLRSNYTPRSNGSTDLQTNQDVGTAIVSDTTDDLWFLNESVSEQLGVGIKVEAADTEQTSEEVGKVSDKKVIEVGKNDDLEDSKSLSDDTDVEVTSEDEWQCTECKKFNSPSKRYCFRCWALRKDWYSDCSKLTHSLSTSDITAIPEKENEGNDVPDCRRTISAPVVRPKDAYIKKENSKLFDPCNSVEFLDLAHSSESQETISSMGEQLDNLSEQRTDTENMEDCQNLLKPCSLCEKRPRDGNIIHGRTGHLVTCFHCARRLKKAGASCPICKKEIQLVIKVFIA
Target sequence (Q00987 whole entry, looked up): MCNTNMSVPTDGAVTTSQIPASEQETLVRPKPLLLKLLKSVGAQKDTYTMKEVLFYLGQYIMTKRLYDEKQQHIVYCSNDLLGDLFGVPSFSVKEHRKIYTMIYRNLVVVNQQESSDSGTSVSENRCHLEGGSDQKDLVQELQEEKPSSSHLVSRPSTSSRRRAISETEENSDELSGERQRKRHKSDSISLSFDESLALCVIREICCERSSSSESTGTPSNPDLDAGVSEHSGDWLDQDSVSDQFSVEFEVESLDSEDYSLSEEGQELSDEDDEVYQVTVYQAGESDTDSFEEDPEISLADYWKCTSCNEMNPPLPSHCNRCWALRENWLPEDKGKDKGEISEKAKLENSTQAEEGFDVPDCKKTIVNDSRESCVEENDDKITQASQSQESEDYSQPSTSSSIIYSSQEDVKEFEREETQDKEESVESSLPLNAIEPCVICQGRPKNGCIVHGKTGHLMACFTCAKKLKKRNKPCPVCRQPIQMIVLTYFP
APJ agonist – activates the human apelin receptor APJ | 330,000 tested, 0.11% active | P35414 | CHO-K1 APJ PathHunter beta-arrestin, luminescence; 0% DMSO wells, 100% apelin | AID 2520 | activation, % at 20 µM;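 active means activation more than six SD over the plate average, tested at 20 µM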;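 further: 0% = DMSO alone and 100% = apelin-13 at 10 nM; some results filed as inactive read as strong as hits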
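Test system: CHO-K1 APJ beta-arrestin complementation cell line. Amount: cell density 1000 per well. Controls: DMSO negative, 10 nM Apelin-13 positive. Signal: luminescent beta-gal fragment complementation, chemiluminescent substrate. Read-out basis: agonist-driven arrestin binding to APJ. Timing: compound stimulation 90 min at 25 °C, detection 60 min.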
tim23-1 inh – growth inhibitors of tim23-1 mutant yeast; S. cerevisiae tim23-1 growth, BacTiter-Glo luminescence, 24 h; inhibition, % at 20 µM; 330,000 tested, 1.3% active;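 active means growth inhibition of the mutant yeast at or above 50%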;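 further: temperature-sensitive mutant grown at 25 °C; plate controls were DMSO-treated mutant yeast for no effect and medium wells lacking yeast for full effect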
An asterisk follows results filed as active.

molecule	APJ antagonist	CHOP UPR activ	Jurkat NFkB inh	697 NFkB inh	XBP1 UPR activ	Mdm2-MdmX inh	APJ agonist	tim23-1 inh
CNc1nnc(Sc2ncccc2[N+](=O)[O-])s1	-54	0.5	7	-10	-3	-6	13	-16
COC(=O)Cn1c(C)nc2ccccc21	-6	0.5	-8	12	1	3	-5	0
O=C(COC(=O)c1cc(-c2ccc(Cl)s2)nc2ccccc12)NCc1ccco1	12	0.9	-10	-38	-4	20	-1	44
CCCCn1c(N)c(N(CC(C)C)C(=O)C2CCN(S(=O)(=O)c3ccc(C)cc3C)CC2)c(=O)[nH]c1=O	-18	0.4	9	19	-2	27	-5	14
CN1N=C(C(=O)N2CCc3c([nH]c4ccccc34)C2c2ccccc2Cl)CCC1=O (centres undefined)	5	2.9	-67	-73	3	-46	-1	13
CCOC(=O)c1cnc2c(cnn2C)c1Oc1ccc(OC)cc1	26	-0.7	-11	9	1	-9	-5	37
C=CCOc1ccc2nnc(C)n2n1	6	0.2	-4	11	-1	13	0	-2
CCOc1ccccc1CNC(=O)CN1C(=O)CSc2ccc(S(=O)(=O)N3CCOCC3)cc21	-10	-1.7	10	-8	-4	7	-4	9
C=CCN1C(=O)NC(c2ccc(OC)cc2)(C(F)(F)F)S/C1=C(\C#N)c1nnc(N2CCOCC2)n1-c1ccccc1 (centres undefined)	-7	5.0	-4	5	-1	17	-4	15
O=c1[nH]c2ccc(S(=O)(=O)Nc3ccc(Br)cc3)cc2[nH]1	-4	1.5	-14	-7	-4	22	1	-19
CC(C)c1ccc(OCC(=O)NC2CC(C)(C)NC(C)(C)C2)c(Br)c1	5	1.9	16	11	-2	23	16	0
Cc1ccccc1C(=O)NC(=S)Nc1ccc(N2CCOCC2)cc1	-12	3.3	-22	26	1	3	-1	1
Cc1cccc(S(=O)Cc2ccc(C(=O)NC3CCN(Cc4ccccc4)CC3)o2)c1 (centres undefined)	12	0.4	-7	9	-8	11	-5	-14
Cc1cc(C)cc(C(=O)NCC(=O)OCC(=O)N(C)c2ccccc2)c1	-8	0.4	-3	1	-2	15	-3	13
COc1ccc(/C=N/NC(=O)CCn2cnc(-c3ccccc3)c2-c2ccccc2)cc1OC	7	-0.3	64*	-33	-1	42	-6	11
O=C(NNS(=O)(=O)c1ccccc1)C1CCN(S(=O)(=O)c2ccc(Cl)cc2)CC1	5	3.5	9	15	-1	15	-2	8
Cc1ccc(C(=O)NC2CCN(C(=O)NCc3ccccc3)CC2)cc1	6	0.3	-5	-11	0	-17	-1	4
Cc1cnc(C(=O)NCc2ccc(Cl)cc2Cl)cn1	11	-0.9	10	13	-3	9	-4	-6
CCCC(C)C(=O)NCc1ccncc1 (centres undefined)	-9	-0.3	5	0	-1	12	-2	1
Nc1ccccc1-c1nnn(CC(=O)N2CCCc3ccccc32)n1	1	1.1	5	-5	-2	0	-1	-68

Four compounds drawn at random from the list so far:
molecule	APJ antagonist	CHOP UPR activ	Jurkat NFkB inh	697 NFkB inh	XBP1 UPR activ	Mdm2-MdmX inh	APJ agonist	tim23-1 inh
COc1ccc(/C=N/NC(=O)CCn2cnc(-c3ccccc3)c2-c2ccccc2)cc1OC	7	-0.3	64*	-33	-1	42	-6	11
CC(C)c1ccc(OCC(=O)NC2CC(C)(C)NC(C)(C)C2)c(Br)c1	5	1.9	16	11	-2	23	16	0
CCCC(C)C(=O)NCc1ccncc1 (centres undefined)	-9	-0.3	5	0	-1	12	-2	1
Cc1ccc(C(=O)NC2CCN(C(=O)NCc3ccccc3)CC2)cc1	6	0.3	-5	-11	0	-17	-1	4

(further entries)
molecule	APJ antagonist	CHOP UPR activ	Jurkat NFkB inh	697 NFkB inh	XBP1 UPR activ	Mdm2-MdmX inh	APJ agonist	tim23-1 inh
CC(C(=O)OCC(=O)c1ccc(Br)cc1)N1C(=O)C2C3CCC(C3)C2C1=O (centres undefined)	2	-0.7	-33	-16	1	-11	-1	-3
COc1ccc(CNC(=O)Nc2ccc(OC)cc2)cc1	-9	1.4	-26	-9	-3	10	3	-4
C=CCSc1nc(-c2ccccc2)c(C#N)c(=O)[nH]1	10	1.1	0	11	0	-15	-1	14
CC1(C)CC(=O)C2=C(C1)N(Cc1cccnc1)C(=O)C2(NC(=O)C1CC1)C(F)(F)F (centres undefined)	0	-0.4	-2	-22	1	-5	1	11
O=C1Nc2ccc(S(=O)(=O)N3CCOCC3)c3cccc1c23	2	0.0	5	6	0	16	-3	-1
O=C(COC(=O)c1cc([N+](=O)[O-])ccc1N1CCOCC1)c1ccc(F)cc1	5	2.5	-4	13	2	-19	-4	-3
CC(=O)Nc1ccc(C2=CC(=O)C[C@H](c3ccc4c(c3)OCO4)C2)cc1	-8	1.0	11	-8	0	-4	-1	38
CC(C)Cc1nc(Cl)c(C#N)c2c1CCCC2	16	-0.8	15	7	0	25	-4	0
CC[C@@H](C)[C@H](NC(=O)Cc1c(C)c2cc3c(C)c(C)oc3c(C)c2oc1=O)C(=O)O	-17	0.2	-10	-28	-2	-26	-1	21
CCC(=O)N1CCc2cc(S(=O)(=O)CCC(=O)Nc3ccc(C)cn3)ccc21	5	-2.8	6	9	-2	13	-1	-12
COC(=O)C1=C(C)N(Cc2ccco2)C(=O)N[C@@H]1c1ccccc1	10	-1.0	8	14	-1	4	-4	6
CCCCn1c(SCC(=O)c2ccc(O)cc2O)nc2cc(S(N)(=O)=O)ccc21	10	0.4	11	-5	-3	10	-2	17
COc1ccc(NC(=O)c2ccc(Cl)c(S(=O)(=O)N3CCc4ccccc4C3)c2)cn1	-7	-1.6	13	-22	-1	25	3	15
COc1cccc(-c2nc(CS(=O)(=O)CC(=O)NCCCN3CCc4ccccc4C3)c(C)o2)c1	-3	-1.5	-13	-28	0	4	0	2
CSc1n[nH]c(=S)n1N	-33	0.1	9	2	2	19	0	-10
COc1cc(C(=O)NC(C)c2ccc(-n3ccnc3)cc2)cc(OC)c1C (centres undefined)	14	-0.2	11	-2	0	17	1	-19
Cc1nc(NC(=O)c2ccncc2)sc1C(=O)N(C)C	2	0.2	-3	8	-3	-9	6	4
CC(C)(C)OC(=O)C[C@@H]1C/C=C\C[C@H](CC(=O)N(CCO)Cc2ccccc2)C(=O)N[C@@H](Cc2ccccc2)COC1=O	13	0.8	-10	13	2	1	-4	7
O=C(OCC(=O)N1CCCCC1)c1cc2ccccc2cc1O	-17	4.4	-16	10	4	9	-5	9
CCN(CC)C(=O)CP(=O)(c1ccccc1)c1ccccc1	-5	-0.4	-23	2	-2	-7	-1	-2
O=C(Cn1c(=O)n(-c2cccc(Cl)c2)c(=O)n1CC(=O)N1CCCCC1)N1CCCCC1	11	-2.2	-3	6	1	13	-5	13
CCOc1cc(CNc2ccccc2)cc(Br)c1OCc1ccc(F)cc1	-7	-1.2	1	-5	-3	29	-1	9
COc1cc(NC(=O)N2c3ccccc3Sc3ccccc32)c(C(=O)O)cc1OC	-44	0.7	2	10	-2	21	8	14
CCOC(=O)CC(/C(C)=N\O)c1ccccc1 (centres undefined)	5	-0.4	8	11	-2	22	-4	-5
NS(=O)(=O)c1ccc(NC2=CC(c3ccc([N+](=O)[O-])cc3)N(c3ccc(S(N)(=O)=O)cc3)C2=O)cc1 (centres undefined)	32	1.6	-2	5	-3	-50	-1	-27
Cc1cccc(NC(=S)N2CCCN(c3ncccc3[N+](=O)[O-])CC2)c1	17	-1.6	4	-5	-3	12	0	16
CCC(C)N1CC(O)=C(c2nc3ccccc3[nH]2)C1=N (centres undefined)	7	1.4	-24	-12	4	-5	2	-5
COc1ccc(CCCc2nc3ccccc3[nH]2)cc1	-5	0.1	-7	-11	-1	-27	-3	16
CCc1ccc([C@@H]2CC=C(C(=O)O)[C@H](c3ccccc3F)N2S(=O)(=O)c2ccc(C)cc2)cc1	0	-0.7	-4	3	-1	-10	-4	-1
O=C(Cn1cnc2c(cnn2-c2ccccc2)c1=O)OCc1ccccc1	-9	4.3	17	-11	0	-4	3	17
COc1ccc(NC(=O)CSc2ncn(-c3ccccc3)n2)cc1Cl	-19	-0.9	0	-16	-1	9	2	26
Cc1ccc(C(=O)N2CCN(c3cccc(C)c3C)CC2)o1	2	11	30	-1	-2	-1	-6	26
CCN(CC)C(=O)Cn1cnc2sc(C(=O)N3CCN(c4ccc(OC)cc4)CC3)c(C)c2c1=O	-1	2.4	2	18	0	20	-2	8
CCOC1=C/C(=C/c2c(N)n3nc(S(=O)(=O)CC)sc3nc2=O)C=CC1=O	4	-0.7	-3	18	-3	6	-1	8
CCN(CC)C(=O)CSc1nc2cc3c(cc2c(=O)n1CCCC(=O)NCc1ccc(OC)cc1)OCO3	0	-2.2	0	8	-2	8	0	18
O=c1[nH]c(-c2ccccc2)nc(-c2ccccc2)c1Cl	8	0.1	3	8	2	-13	2	18
Cc1nn(C(=O)/C(C#N)=C/N(C)C)c(C)c1C	-6	0.9	5	-4	-2	3	-2	3
Cc1nc2ccc(NC(=O)c3ccc4ccccc4n3)cc2s1	-17	5.6	-136	-54	4	-117	-1	10
COc1ccc(CN2CCNC(=O)C2CC(=O)NCCSc2nccn2C)c(OC)c1 (centres undefined)	5	0.6	1	0	2	-9	-2	1
CCOc1cc(CNCCO)cc(Br)c1OCc1ccc(Cl)cc1	16	3.4	36	27	9	80*	-4	-15
O=C(O)Cn1c(-c2ccccc2)nc2ccccc21	16	5.9	4	-1	-2	-12	-2	13
Oc1ccc(-c2nc3ccccc3nc2-c2ccccc2)cc1	-8	0.2	-3	-1	2	12	1	44
O=[N+]([O-])c1cccc(-n2cccc2/C=N/Nc2nc(N3CCCCC3)nc(N3CCCCC3)n2)c1	11	0.3	4	12	-5	21	-4	29
COc1ccccc1CN1CCNC(=O)C1CC(=O)NCCCN1CCCC1=O (centres undefined)	-10	1.0	-4	-4	-4	-2	-2	0
CC(=O)N1N=C(c2cccs2)CC1c1cccc([N+](=O)[O-])c1 (centres undefined)	53*	12	2	-1	0	4	-8	20
CS(=O)(=O)NNC(=O)c1csc(Cc2c(Cl)sc3ccc(Cl)cc23)n1	8	1.0	-4	-15	2	40	0	10
Cc1cccc(C(=O)NCCCN2CCCC2=O)c1	6	2.1	0	-3	0	19	-2	14
CCN(CC(=O)NCc1cccs1)C(=O)c1cc(Br)ccc1O	2	0.4	-11	-9	3	-4	-1	5
CN(Cc1ccccc1)S(=O)(=O)CCNC(=O)c1ccc2c(c1)OCO2	4	1.4	2	-3	-2	2	-5	12
O=C(NCC(=O)N1CCN(Cc2ccccc2)CC1)c1cccs1	-2	1.3	-52	-59	4	-31	-4	10
Cc1cc(NC(=O)/C(C#N)=C/c2ccc(-c3ccc(SC(F)F)cc3)o2)n(-c2ccccc2)n1	17	36	-21	-46	37*	-1	0	1
Clc1cccc(CN2CCSCC2)c1	-3	-1.3	4	-5	-3	-15	1	12
CCOP(=O)(c1ccccc1)c1nc(-c2ccccc2C)oc1N1CCCCC1 (centres undefined)	-4	-1.1	-18	-2	-2	4	3	32

Bioassay records: PubChem, Sanford-Burnham Center for Chemical Genomics
